Source: PubChem (several laboratories)
HIF act: HIF pathway transcriptional activation | U2OS HRE-luciferase reporter, luminescence; normalized: DMSO 0%, desferrioxamine 100% | AID 1910 | activation, % at 7.5 µM (by protocol) | 300,000 tested, 0.32% active;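 active means mean activation of at least 10% of the iron chelator positive control signal, with at least half of replicates also reaching 10%; inconclusive means mean and replicate majority disagree about reaching 10%; inactive means mean and most replicates under 10%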
TRPC4 PAM: allosteric potentiators of mouse TRPC4 channel; Q9QUQ5; HEK293 TRPC4beta/mu-opioid, DAMGO EC20, Fluo-4 Ca2+ flux; hits give high values; B-score at 10 µM; 310,000 tested, 0.42% active; AID 2227;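 active means B-score of calcium response area above 5 SD of library B-scores, with initial fluorescence ratio within 5 SD of library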;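 further: B-score of integrated fluorescence ratio over time as area under calcium response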
aSyn UTR inh: 5' untranslated region of α-synuclein, MLPCN primary screen | 300,000 tested, 0.82% active | inhibition, % (tested at 7.5 µM) | alpha-synuclein 5'UTR reporter, inhibitor activity; in the data active means inhibition above about 60%; inconclusive means no clear call, values can overlap the other calls;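 further: H4 neuroglioblastoma cells stably carrying SNCA 5'UTR luciferase fusion; 0% = DMSO wells and 100% = positive control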
TRPC6 inhibitor: mouse TRPC6 channel inhibition; Q61143; HEK293-TRPC6, membrane potential dye, ACh-evoked depolarization; hits give low values; B-score at 10 µM; 310,000 tested, 1.1% active;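 active means B-score under library mean minus 3 SD, initial fluorescence not abnormally high, positive integrated signal ratio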;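 further: B-score derived from integrated fluorescence ratio over the kinetic read; more negative B-score means stronger inhibition of depolarization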
TRPC4 act: TRPC4 (mouse) channel activation; 310,000 tested, 0.49% active; B-score at 10 µM; HEK293 TRPC4beta/mu-opioid, Fluo4 calcium fluorescence; hits give high values; Q9QUQ5;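 active means B-score above 5 SD of library B-scores, and initial fluorescence ratio not above library mean plus 5 SD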;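 further: positive B-score marks a calcium rise read as TRPC4 activation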
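System: HEK293 cells stably co-expressing mouse TRPC4beta and mu-opioid receptor; Schedule: Fluo4 dye loading 45 min at room temperature, 110 s recording; Detection: Fluo4 fluorescence, kinetic; Evaluation: B-scored integrated calcium fluorescence ratio; Controls: buffer (low) and maximal DAMGO (high).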
MrgX1 antagonist: human MrgX1 receptor antagonism, primary screen; Q96LB2; MRGX1-HEK293 calcium flux, Fluo-4, BAM8-22 antagonism; hits give low values; B-score at 10 µM; 310,000 tested, 1.3% active;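 active means calcium-response B-score plate-corrected more than 3 library SD below zero, starting fluorescence within 5 deviations, no agonist response on first addition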;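 further: peak minus trough fluorescence over baseline after final BAM8-22 challenge near maximal dose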
Target sequence (Q96LB2 whole entry, looked up): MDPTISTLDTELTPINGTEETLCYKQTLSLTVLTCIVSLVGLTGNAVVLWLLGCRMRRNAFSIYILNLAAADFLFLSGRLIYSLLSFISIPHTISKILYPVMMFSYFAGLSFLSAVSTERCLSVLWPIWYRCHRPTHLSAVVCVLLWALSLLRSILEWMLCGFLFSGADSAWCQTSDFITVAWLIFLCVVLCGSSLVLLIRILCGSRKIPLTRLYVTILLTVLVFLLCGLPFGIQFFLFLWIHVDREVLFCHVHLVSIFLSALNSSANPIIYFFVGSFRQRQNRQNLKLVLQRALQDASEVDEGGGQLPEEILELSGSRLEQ
IEC-6 cytotox: kills IEC-6 intestinal cells in KLF5 counter-screen; inhibition, % at 5 µM; AID 1825; IEC-6 cytotoxicity, luminescence viability; 290,000 tested, 0.78% active; in the data active means inhibition above about 22%;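 further: 0% = plate median of test compound wells and 100% = cytotoxic reference compound wells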
TRPC6 activator: activators of mouse TRPC6 channel | Q61143 | HEK293-TRPC6 membrane potential dye fluorescence; hits give high values | B-score at 10 µM | 310,000 tested, 0.13% active;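 active means B-score of the integrated fluorescence ratio above library mean plus 3 SD, and starting fluorescence ratio within library mean plus 5 SD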;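 further: higher score means more depolarization so channel activation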
KLF5 inhibitor: suppresses KLF5 promoter-driven expression. DLD-1 KLF5 promoter-luciferase reporter, luminescence. inhibition, % at 5 µM. 290,000 tested, 0.23% active. AID 1700;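 active means inhibition above a per-plate limit of that plate's mean compound inhibition plus 3 SD, cut at about 60% in these data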;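 further: 0% = DMSO wells and 100% = LY294002 at 200 µM; higher means less KLF5 promoter-driven luciferase light; inactives centre near -14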
SKKanGAS inh: SKKanGAS growth inhibition; S. pyogenes SKKanGAS, kanamycin growth, BacTiter-Glo, 6 h; AID 1662; 300,000 tested, 1.3% active; inhibition, % at 7.5 µM;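 active means mean replicate score, as percent of positive control median, at least 50; inconclusive means mean below 50 but one replicate at or above 50; inactive means mean and every replicate below 50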;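 further: strain carries kanamycin resistance gene driven by streptokinase promoter and grows in 40 µg/ml kanamycin; loss of luminescence reflects streptokinase promoter inhibition or plain growth inhibition; 0% = median of DMSO wells and 100% = positive control at its reference dose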
TRPC4 block: blocks the mouse TRPC4 cation channel; Q9QUQ5; HEK293 TRPC4beta/mu-opioid, DAMGO-evoked Fluo4 calcium flux; hits give low values; B-score at 10 µM; 300,000 tested, 0.39% active; AID 2247;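 active means B-score over 3 SD under the library average, no early fluorescence shift, positive overall ratio signal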
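material = TRPC4beta/mu-opioid receptor HEK293 cell line | probe or stimulus = sequential submaximal and maximal DAMGO stimulation | compound dosing = one concentration per compound | measured by = Fluo4 Ca2+ flux fluorescence | evaluation = integrated fluorescence ratio relative to baseline, converted to per-well B score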
* = called active by the depositor; i = inactive; u = inconclusive; x = not tested or not shown.

SMILES	HIF act	TRPC4 PAM	aSyn UTR inh	TRPC6 inhibitor	TRPC4 act	MrgX1 antagonist	IEC-6 cytotox	TRPC6 activator	KLF5 inhibitor	SKKanGAS inh	TRPC4 block
CCn1c(NCCO)nc2c(c1=O)C(C)(CC)Cc1ccccc1-2 (stereo not drawn)	-0.5	i	-17.1	i	i	i	0.8	i	0.1	-17.6	i
COC(=O)c1ccc(C2C(C(=O)OCC(C)C)=C(C)N=C3SCCC(=O)N32)cc1 (stereo not drawn)	0.2	i	-3.4	i	i	i	-10.4	i	-33.9	2.9	i
CN(CC(=O)Nc1ccccc1C(F)(F)F)C(=O)CSc1nnnn1C	-0.9	i	-3.1	i	i	i	-4.3	i	-30.4	-9.3	i
CCN(CC)Cc1nc2c(c(=O)[nH]1)C1(CCCCC1)Cc1ccccc1-2	-0.2	i	32.9	i	i	i	-5.9	i	-1.8	1.6	i
COc1ccccc1CNC(=O)CCS(=O)(=O)c1cccc2nonc12	0.0	i	-5.9	i	i	i	-2.0	i	-26.9	2.3	i
O=C(O)c1cccc(S(=O)(=O)N2CCc3ccccc3C2)c1	-1.4	i	-12.0	i	i	i	-2.4	i	-23.1	-2.6	i
Cc1ccccc1Nc1cccc2nonc12	-0.3	i	8.1	i	i	i	-1.7	i	12.2	4.0	i
N/C(Cc1cccc2ccccc12)=N\OC(=O)Cc1cccs1	0.7	i	-117.5	i	i	i	-5.5	i	-34.7	3.0	i
Oc1ccc2ccccc2c1C=Nc1ccccc1-c1nc2ccccc2[nH]1	1.4	i	-79.1	i	i	i	-0.9	i	-118.6	9.1	i
CN(CC(=O)Nc1cccc(F)c1)CC(=O)Nc1ccc(Cl)cc1[N+](=O)[O-]	1.4	i	-57.8	i	i	i	4.0	i	-7.1	3.9	i
O=C(NCCN1CCOCC1)c1ccc2c(c1)N(Cc1ccccc1F)C(=O)c1ccccc1S2	-0.1	i	28.3	i	i	i	1.3	i	5.6	-7.9	i
CC(NC(=O)Nc1cccc(Cl)c1)C(c1cccs1)N1CCCC1 (stereo not drawn)	0.0	i	2.6	i	i	i	-7.3	i	-16.6	-5.8	i
COc1ccccc1CNC(=O)C1CCC(CNC(=O)[C@@H]2Cc3ccccc3CN2)CC1 (stereo partly drawn)	0.1	i	1.6	i	i	i	-3.4	i	-16.7	1.2	i
CCC(C)N(C(=O)Cn1nc(C)c([N+](=O)[O-])c1C)C1CCS(=O)(=O)C1 (stereo not drawn)	0.6	i	10.9	i	i	i	x	i	x	0.8	i
CCN(C(=O)c1cc2cc(OC)ccc2oc1=O)c1cccc(C)c1	0.3	i	17.2	i	i	i	-3.5	i	3.4	-5.5	i
CCOC(=O)c1ccccc1NC(=O)COC(=O)CCC(=O)c1ccc(C)cc1	0.2	i	13.4	i	i	i	x	i	x	3.9	i
C=CCN(C(=O)CNC(=O)c1ccco1)C(C(=O)NC1CCCCC1)c1cccnc1 (stereo not drawn)	-0.6	i	14.1	i	i	i	-4.9	i	-22.6	-4.0	i
CCOc1ncccc1C(=O)OCC(=O)NCCc1ccc(OC)cc1	-1.1	i	20.7	i	i	i	-4.9	i	-23.1	-0.3	i
COc1ccccc1NC(=O)N1CCN(c2ccc3nncn3n2)CC1	-0.2	i	11.6	i	i	i	3.7	i	-15.3	-2.2	i
CC(C)(C)NC(=O)CCN(/N=C/c1ccccc1F)C1=NS(=O)(=O)c2ccccc21	-0.2	i	-3.1	i	i	i	-8.1	i	-42.7	5.7	i
COc1ccccc1N1CCN(Cc2cc(=O)c(OCC(=O)Nc3ccccc3)co2)CC1	-0.6	i	10.8	i	i	i	x	i	x	-13.4	i
Cc1ccc(C(=O)C2CCN(CC(=O)N3CCN(c4ccc(F)cc4)CC3)CC2)cc1	-1.4	i	12.6	i	i	i	0.0	i	-16.2	x	i
Cc1ccc(-c2[nH]c3ccccc3c2SCCNC(=O)c2cc3ccccc3oc2=O)cc1	0.2	i	3.0	i	i	i	2.5	i	0.1	16.7	i
Cc1c(OC(C)C(=O)NCCCn2ccnc2)ccc2c3c(c(=O)oc12)CCC3 (stereo not drawn)	0.4	i	5.3	i	i	i	2.4	i	-6.8	1.8	i
CN(C)CC(C)(C)CN=Cc1c(O)[nH]c2ccccc12	0.4	i	2.3	i	i	i	-2.6	i	-12.9	-8.9	i
O=[N+]([O-])c1ccc(S(=O)(=O)Nc2ccccn2)cc1	-1.4	i	-11.6	i	i	i	2.8	i	-33.0	2.7	i
O=C(c1cc(-c2ccncc2)nc2ccc(Cl)cc12)N1CCN(C(=O)C2CCCO2)CC1 (stereo not drawn)	0.0	i	2.7	i	i	i	-2.5	i	-13.3	6.5	i
COc1ccc(CC(=O)Nc2ccccc2NC(=O)Cc2ccc(OC)cc2)cc1	-1.8	i	-3.4	i	i	i	-1.8	i	-12.1	-0.2	i
Cn1c(=O)[nH]c2nnc(-c3ccc(Cl)c(Cl)c3)nc2c1=O	2.1	i	-4.7	i	i	i	0.9	i	-87.5	32.8	i
O=C(CN1CCOCC1)NC1C2CC3CC(C2)CC1C3 (stereo not drawn)	0.7	i	15.7	i	i	i	0.7	i	-18.4	-2.2	i
COC(=O)[C@@H]1CCCN1Cc1nc(Cc2ccc(OC)c(OC)c2)no1	-0.2	i	-13.7	i	i	i	-1.2	i	-31.0	11.8	i
Cn1ccc2c([N+](=O)[O-])cccc2c1=O	-0.2	i	-11.0	i	i	i	5.1	i	-2.5	-3.4	i
CCS(=O)(=O)Nc1ccc2[nH]c(=O)[nH]c2c1	0.0	i	-47.4	i	i	i	-4.4	i	-9.2	-8.0	i
COc1ccc2cc(/C=N/NC(=O)CN(c3ccccc3C)S(=O)(=O)c3ccccc3)c(Cl)nc2c1	-3.2	i	16.9	i	i	i	-3.6	i	-11.0	25.6	i
CN(C(=O)COC(=O)c1cccc(NS(=O)(=O)c2ccc(F)c(F)c2)c1)C1CCS(=O)(=O)C1 (stereo not drawn)	0.7	i	-4.1	i	i	i	-6.6	i	-35.3	10.7	i
Cc1ccc(S(=O)(=O)N2CCOCC2)s1	-0.1	i	13.7	i	i	i	7.4	i	-12.9	-6.5	i
COc1ccc(N2CCN(c3ccc4nnc(CCC(=O)Nc5ccc(C)cc5)n4n3)CC2)cc1	0.2	i	-8.0	i	i	i	-14.5	i	-18.4	0.4	i
O=[N+]([O-])c1ccc(O)c(NC(=S)Nc2ccccc2)c1	1.6	i	-156.6	i	i	i	5.1	i	-70.5	15.1	i
CCOC(=O)c1c(-c2ccccc2)csc1NC(=O)c1ccc(S(=O)(=O)N2CC(C)OC(C)C2)cc1 (stereo not drawn)	-0.1	i	6.0	i	i	i	-5.9	i	-20.5	20.5	i
CN1C(=O)/C(=C/c2cccc(Cl)c2)Sc2ccc(C(=O)N3CCOCC3)cc21	-0.3	i	-26.0	i	i	i	-9.6	i	-11.5	u	i
O=C(NCc1ccco1)c1ccc2c(c1)N(Cc1ccccc1)C(=O)CS2=O (stereo not drawn)	-0.2	i	-3.5	i	i	i	0.7	i	0.3	0.8	i
CCN(CC)c1ccc(NC(=O)OC)cc1	-0.1	i	-19.5	i	i	i	2.9	i	-41.7	0.2	i
CN(C)CCOc1cc(Cl)cc(Cl)c1	-0.7	26*	11.4	i	i	i	-3.2	i	-14.6	-0.8	i
CCOC(=O)N1CCN(C(=O)c2ccc(S(=O)(=O)c3ccc(C)cc3)c(NC(C)=O)c2)CC1	0.3	i	3.3	i	i	i	1.4	i	-34.1	-3.3	i
Cc1nn(-c2ccccc2)c(C)c1/C=N/NC(=O)CSc1nnc(SCc2ccccc2Cl)s1	2.8	i	-71.3	i	i	i	3.5	i	-22.9	23.9	i
COc1ccccc1NC(=S)NC(=O)C1CC1	0.2	i	-18.8	i	i	i	4.4	i	5.7	-10.1	i
O=C(c1c(F)cccc1F)N(Cc1cccs1)C1CCCC1	-1.3	i	-8.8	i	i	i	6.4	i	-20.3	1.3	i
O=C(CCC(=O)Nc1ccc(Br)cc1)N/N=C/c1ccc(F)cc1	0.0	i	-2.9	i	i	i	0.3	i	-20.1	-2.7	i
COc1ccc(CN2CCN(Cc3ccccc3F)CC2)c(OC)c1	1.3	i	-12.6	i	i	i	3.8	i	-19.1	3.3	-5*
O=c1ccc(-c2ccccc2)nn1Cc1ccc(F)cc1Cl	-0.8	i	26.7	i	i	i	-8.5	i	-25.8	3.2	i
O=C(O)c1ccc(/C=N/NC(=S)NC2CCCCC2)cc1	2.4	i	-11.3	i	i	i	-3.0	i	2.0	4.4	i
Cc1c(C(=O)NC2CCCCC2C)oc2ccccc12 (stereo not drawn)	0.2	i	-17.9	i	i	i	5.7	i	-47.9	3.2	i
